Bioassay records (PubChem)
PKA-R1A activ: activates the PKA-R1A holoenzyme complex. P00514+P68181. PKA-R1A dissociation, Cy5-IP20 fluorescence polarization; scaled: DMSO 0%, 113 µM cGMP 100%. activation, % at 11.4 µM. 340,000 compounds, 0.083% hits;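 active = percent activation above the mean of all tested compounds plus 3 SD, cut at about 19% in these data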;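 also: higher means more PKAc released from R1A so a rise in polarization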
V-ATPase pH: regulators of yeast V-ATPase proton transport. S. cerevisiae, pHLuorin cytosolic pH fluorescence. response, % at 10 µM. 350,000 compounds, 0.37% hits. AID 504577; in the data active = response mostly above about 7.3%, no sharp cut-off; inactive = mostly below about 5.4%; also: actives read high; inactives centre near 0; some compounds called inactive have numbers as strong as hits; reference of the scale not given here
Pemphigus Ab inh: inhibitors of pemphigus antibody binding to human desmoglein-3 | P32926 | DSG3-coupled beads, scFv-anti-DSG3-GFP binding, flow cytometry; stronger effect = lower value | binding (percent of control), % at 10 µM | 310,000 compounds, 0.48% hits | AID 588358;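 active = binding more than 3 SD below its plate's average and above zero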; also: some compounds called inactive have numbers as strong as hits
OPRM1-OPRD1 inv: mu-delta opioid heterodimer inverse agonism | cell-based MOR-DOR heterodimer luminescence | inhibition, % at 9.3 µM | 340,000 compounds, 0.21% hits | AID 504357; in the data active = inhibition above about 22%, passing the limit was not always enough;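 also: 0% = cells with DMSO and 100% = wells without cells with DMSO; values of inactives mirror those of a sister screen read the other way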
HTR5A inv ctr: counter-screen for OPRM1-OPRD1 inverse agonists: human HTR5A inverse agonism; P47898; HTR5A cell line, luminescence; inhibition, % at 9.3 µM; 340,000 compounds, 0.083% hits; in the data active = inhibition mostly above about 23%, no sharp cut-off; inactive = mostly below about 18%;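 also: 0% = cells with DMSO and 100% = no-cell wells with DMSO; some compounds called inactive have numbers as strong as hits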
Target sequence (P47898 whole entry, looked up): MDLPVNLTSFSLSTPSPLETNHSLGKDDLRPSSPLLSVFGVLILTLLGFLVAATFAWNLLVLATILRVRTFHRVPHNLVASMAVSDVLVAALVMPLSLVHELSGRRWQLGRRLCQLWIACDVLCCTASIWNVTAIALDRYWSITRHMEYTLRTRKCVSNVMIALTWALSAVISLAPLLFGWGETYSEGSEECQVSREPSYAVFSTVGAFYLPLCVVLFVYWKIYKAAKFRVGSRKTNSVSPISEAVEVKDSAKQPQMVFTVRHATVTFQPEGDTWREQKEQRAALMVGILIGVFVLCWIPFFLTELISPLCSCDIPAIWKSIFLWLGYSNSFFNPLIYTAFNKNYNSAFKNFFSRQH
HTR5A ag ctr: activates human HTR5A in OPRM1-OPRD1 agonist counter-screen | P47898 | 340,000 compounds, 0.61% hits | HTR5A agonist assay, luminescence, cell-based | activation, % at 9.3 µM; in the data active = activation mostly above about 9.5%, no sharp cut-off; inactive = mostly below about 7.6%;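 also: 0% = cells with vehicle only and 100% = reference agonist; strong numbers were not always called active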
MOR-DOR ag: OPRM1-OPRD1 heterodimerization agonism; 340,000 compounds, 0.3% hits; cells, luminescence; activation, % at 9.3 µM; AID 504326; P35372+P41143; in the data active = activation above about 18%;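 also: 0% = vehicle-treated cells and 100% = reference agonist; values of inactives mirror those of a sister screen read the other way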
PKA-R2B act: PKA-R2B complex activation; PKA-R2B holoenzyme dissociation, Cy5-IP20 fluorescence polarization; R2B truncated from residue 108, S112A mutant; 0% DMSO only, 100% 113 µM cGMP; activation, % at 11.4 µM; 340,000 compounds, 0.079% hits; AID 504700;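 active = activation above a cutoff set at the mean over all compounds plus 3 SD, cut at about 18% in these data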;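 also: higher means more holoenzyme dissociation and a rise in polarization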
DAGLB inh: diacylglycerol lipase beta (human) inhibition; Q8NCG7; HEK293T DAGLB membrane lysate, EnzChek fluorogenic substrate; inhibition, % at 5.17 µM; 340,000 compounds, 0.059% hits; in the data active = inhibition above about 34%;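 also: 0% = enzyme with vehicle and 100% = wells lacking enzyme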
Target sequence (Q8NCG7 whole entry, looked up): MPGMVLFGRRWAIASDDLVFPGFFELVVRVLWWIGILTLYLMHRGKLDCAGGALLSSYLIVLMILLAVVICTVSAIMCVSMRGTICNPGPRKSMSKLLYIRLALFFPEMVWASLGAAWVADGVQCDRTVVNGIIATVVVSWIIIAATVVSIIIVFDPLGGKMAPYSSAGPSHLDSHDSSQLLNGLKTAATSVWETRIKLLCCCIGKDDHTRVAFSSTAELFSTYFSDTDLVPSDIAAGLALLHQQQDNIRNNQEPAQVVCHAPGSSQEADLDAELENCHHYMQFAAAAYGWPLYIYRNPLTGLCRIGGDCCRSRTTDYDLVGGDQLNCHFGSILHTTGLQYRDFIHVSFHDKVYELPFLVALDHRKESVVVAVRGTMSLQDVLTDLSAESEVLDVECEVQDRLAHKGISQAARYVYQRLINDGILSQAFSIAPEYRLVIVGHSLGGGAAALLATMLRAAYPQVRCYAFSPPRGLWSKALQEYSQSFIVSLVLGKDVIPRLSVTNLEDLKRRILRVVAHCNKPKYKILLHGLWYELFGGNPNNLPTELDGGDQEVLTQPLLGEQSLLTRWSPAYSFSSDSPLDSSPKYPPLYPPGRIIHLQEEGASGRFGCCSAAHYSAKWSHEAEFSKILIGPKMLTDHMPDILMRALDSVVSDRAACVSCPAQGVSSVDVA
Arr AP2 block: inhibitors of human beta-arrestin and AP2 interaction | FITC-arrestin peptide / GST-AP2 beads, flow cytometry; AP2 beta2 appendage carries R879A mutation | inhibition, % at 10 µM | 340,000 compounds, 0.31% hits | AID 504490;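 active = inhibition above a set limit, near 3 SD of compounds lacking own fluorescence, cut at about 54% in these data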;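 also: plate controls were DMSO wells for no effect and 5 µM unlabelled arrestin peptide for full effect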
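Measured by: flow cytometry, FL1 (488/535 nm); Material: AP2 appendage R879A on GSH beads; Evaluation: percent response; Timing: pre-incubation 12 min, peptide binding 1 h, room temperature; Also added: 50 nM FITC-arrestin peptide; Medium: PBS with 0.05% Tween 20 and 0.1% BSA.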
Active calls of the source: *; · = no result given.

SMILES | PKA-R1A activ | V-ATPase pH | Pemphigus Ab inh | OPRM1-OPRD1 inv | HTR5A inv ctr | HTR5A ag ctr | MOR-DOR ag | PKA-R2B act | DAGLB inh | Arr AP2 block
O=c1[nH]c2cc3c(cc2cc1CN(CCc1ccccc1)C(=S)NCCCN1CCOCC1)OCCO3 | 1.0 | 1.1 | 96.1 | -11.6 | -13.5 | 5.8 | 2.2 | 7.3 | 3.0 | -7.3
COc1cccc(C(=O)Nc2c3c(nn2-c2ccccc2C)CS(=O)C3)c1OC (stereo not drawn) | -3.8 | -2.7 | 78.5 | 15.5 | -2.8 | -5.0 | -2.5 | 5.0 | -2.3 | 27.3
CCOCCn1c(N(C)Cc2ccccc2)nc2c1c(=O)[nH]c(=O)n2C | 4.8 | -0.6 | · | 6.8 | -21.7 | 8.1 | -1.1 | 5.7 | -2.6 | 25.9
N#Cc1ccc(CSc2nnc(-c3cccs3)n2-c2ccccc2)cc1 | -7.5 | 3.0 | 104.0 | 11.9 | -5.8 | -1.1 | -2.1 | 7.0 | -0.7 | 14.1
CCc1nnc(NS(=O)(=O)c2ccc(NC(=O)c3ccco3)cc2)s1 | -4.2 | -0.5 | 89.6 | 7.8 | 1.0 | 5.2 | -1.5 | 2.8 | 2.6 | 4.6
COc1cc(NS(=O)(=O)c2ccc(NC(=O)c3ccc([N+](=O)[O-])cc3)cc2)ncn1 | 3.2 | 1.0 | · | 0.5 | -20.4 | 0.5 | -0.1 | 1.9 | 0.6 | 15.2
Cc1nc(NCc2ccccc2)c(C(N)=O)c2c1COC(C)(C)C2 | -2.7 | 6.0 | · | -1.2 | 2.5 | 1.8 | 0.3 | -9.6 | -3.7 | 20.0
COC(=O)c1ccc(N=NNc2ccc(C(=O)OC)cc2)cc1 | -5.2 | 9.2 | 113.0 | 9.7 | -6.1 | -3.6 | -1.8 | -2.1 | 0.2 | 6.3
COc1ccc(/C=C2\SC(=O)N(CCn3cnnn3)C2=O)cc1 | 1.3 | 7.2 | 86.6 | 4.5 | 12.6 | 1.0 | -0.9 | -4.0 | -3.0 | 9.0
CSc1nnnn1-c1ccc(Cl)cc1 | -5.4 | 3.4 | 111.5 | 5.1 | 5.6 | -2.2 | -1.1 | 7.4 | 1.9 | -28.5
C/C(=N\N1CCN(c2ccccc2)CC1)c1ccncc1 | 1.9 | -2.3 | · | 11.2 | 1.9 | -0.8 | -2.4 | -1.1 | -2.5 | 6.8
Cc1nn(C(C)C(=O)NNC(=S)Nc2ccc(Cl)cc2)c(C)c1[N+](=O)[O-] (stereo not drawn) | -11.5 | 0.4 | 101.8 | 10.4 | 32.2 | 6.2 | -1.9 | -2.8 | -5.6 | 3.0
CC(C)NC(=O)CCS(=O)(=O)c1ccc(Br)s1 | 0.4 | 4.1 | 97.6 | 17.9 | -18.8 | 0.8 | -3.5 | 4.9 | -4.1 | 1.4
COc1ccccc1NC(=O)Nc1nc(CC(=O)NCc2c(F)cccc2F)cs1 | -2.0 | -1.4 | 105.5 | 5.6 | 3.8 | 1.1 | -0.8 | -3.3 | 0.6 | 1.8
CCOC(=O)c1ccc(N2C(=O)c3n[nH]c(C)c3C2c2ccco2)cc1 (stereo not drawn) | -2.9 | -2.1 | 106.8 | 15.5 | 4.0 | -1.1 | -2.9 | 5.3 | -0.3 | 8.1
Cn1c(=O)c(=O)n(C)c2cc(S(=O)(=O)N3CCCC3C(=O)NCc3cccs3)ccc21 (stereo not drawn) | 3.1 | 1.5 | 98.7 | -2.7 | -6.0 | 2.1 | 0.5 | -14.6 | 5.0 | -4.3
NC(=O)c1ncn([C@@H]2O[C@H](CNCc3ccccc3OCc3ccc(Cl)cc3Cl)[C@@H](O)[C@H]2O)n1 | -15.3 | 1.3 | 99.9 | 18.5 | 5.5 | -1.4 | -4.0 | 4.5 | 0.7 | -7.9
CC(NC(=O)c1cccs1)c1n[nH]c(=S)n1C (stereo not drawn) | 1.2 | 4.4 | 84.2 | 11.5 | 13.3 | -0.2 | -2.3 | 6.1 | -1.2 | 7.7
Cn1c(N)c(N=O)c(=O)n(C)c1=O | -7.8 | -0.6 | 109.1 | 14.9 | -2.7 | 0.7 | -2.9 | 1.6 | 0.7 | -8.0
O=C(COC(=O)CNC(=O)c1ccccc1F)Nc1ccc(Cl)cn1 | -11.1 | -4.2 | · | 11.0 | 20.5 | -8.1 | -2.8 | -1.6 | -1.0 | -8.8
CCCNC(=O)C(=O)Nc1cc2c3c(c1)CCC(=O)N3CCC2 | -1.5 | -1.5 | 101.1 | 1.0 | 2.4 | -0.6 | -0.2 | 8.8 | 0.0 | 4.3
CCCCN(C)CCCNC(=O)/C=C1\Sc2ccccc2NC1=O | -8.3 | -0.2 | 100.8 | 14.6 | 3.2 | 1.0 | -2.9 | -6.0 | -1.0 | -12.1
O=S(=O)(Cc1ccccc1)c1ccccc1-c1nnc(-c2ccccc2)o1 | 3.5 | 1.1 | 93.5 | 22.1 | 0.5 | -0.2 | -4.4 | 6.8 | 0.6 | -9.8
COc1ccc(Oc2ncccc2[N+](=O)[O-])cc1 | 1.0 | -2.4 | 101.9 | 16.7 | 4.0 | 2.6 | -3.3 | -1.1 | -3.5 | 38.8
COc1ccccc1-c1cccc([C@@H]2C[C@H]3[C@H](CON3C)CN2S(=O)(=O)c2ccccc2C)c1 | 4.4 | 2.5 | 101.0 | 14.4 | -11.8 | 3.1 | -3.1 | -6.3 | -5.1 | -3.7
CCc1c(C)sc(NC(=S)N2CCN(S(C)(=O)=O)CC2)c1C(=O)OC | 8.2 | -2.1 | 96.8 | -1.5 | -22.0 | -1.5 | 0.3 | 2.5 | -4.9 | 33.7
CCOc1ccccc1C(=O)Nc1cccc2ccccc12 | -8.7 | -3.5 | 93.7 | 7.1 | 4.4 | -1.2 | -1.5 | -6.4 | -4.2 | -19.4
Cc1ccc2oc(C(=O)NCc3ccc4c(c3)OCO4)c(C)c2c1 | -10.5 | 1.0 | · | -11.2 | -2.6 | 2.7 | 2.5 | 2.4 | -8.8 | -3.7
Cc1ccc(N2CC(C(=O)NC3=NCCS3)CC2=O)cc1 (stereo not drawn) | 6.0 | 1.6 | 98.1 | 11.3 | -0.7 | -4.0 | -1.9 | 2.5 | -1.1 | -7.9
CCOc1cc(-c2conc2N)cc(OCC)c1OCC | -7.4 | 3.2 | 100.4 | 1.6 | -10.8 | 3.3 | -0.3 | 5.3 | -6.0 | -1.8

Filtered by structure, those above with a nitro group on carbon (three)
SMILES | PKA-R1A activ | V-ATPase pH | Pemphigus Ab inh | OPRM1-OPRD1 inv | HTR5A inv ctr | HTR5A ag ctr | MOR-DOR ag | PKA-R2B act | DAGLB inh | Arr AP2 block
COc1cc(NS(=O)(=O)c2ccc(NC(=O)c3ccc([N+](=O)[O-])cc3)cc2)ncn1 | 3.2 | 1.0 | · | 0.5 | -20.4 | 0.5 | -0.1 | 1.9 | 0.6 | 15.2
Cc1nn(C(C)C(=O)NNC(=S)Nc2ccc(Cl)cc2)c(C)c1[N+](=O)[O-] (stereo not drawn) | -11.5 | 0.4 | 101.8 | 10.4 | 32.2 | 6.2 | -1.9 | -2.8 | -5.6 | 3.0
COc1ccc(Oc2ncccc2[N+](=O)[O-])cc1 | 1.0 | -2.4 | 101.9 | 16.7 | 4.0 | 2.6 | -3.3 | -1.1 | -3.5 | 38.8

Next section.
SMILES | PKA-R1A activ | V-ATPase pH | Pemphigus Ab inh | OPRM1-OPRD1 inv | HTR5A inv ctr | HTR5A ag ctr | MOR-DOR ag | PKA-R2B act | DAGLB inh | Arr AP2 block
CCOc1ccccc1OCC(=O)Nc1cc(S(=O)(=O)N2CCCCC2)ccc1OC | -8.6 | 2.2 | 104.9 | -3.4 | 1.3 | -0.5 | 0.5 | -1.2 | -2.5 | 2.5
CCCCn1c2nc3ccccc3nc2c2c(=O)n(C(C)CC)cnc21 (stereo not drawn) | -1.6 | 5.9 | 102.3 | -5.3 | 0.5 | 5.7 | 1.0 | 7.0 | -3.2 | 9.4
O=C(O)c1cccc(S(=O)(=O)Nc2ccc3c(c2)OCO3)c1 | 3.9 | -3.4 | 101.3 | -7.0 | 2.8 | -1.2 | 1.5 | 8.0 | -0.1 | 7.6
CC(C)(C)[C@H]1C=C(C(=O)O)O[C@@H](OCCCCO)C1 | 12.2 | -0.6 | 99.2 | 10.6 | -14.2 | 5.3 | -1.8 | -8.3 | 1.9 | -15.3
CCn1c(SCC(=O)NC2=NCCS2)nnc1C(C)NC(=O)c1ccc(Cl)cc1 (stereo not drawn) | 5.7 | -1.0 | 106.5 | 7.0 | -0.6 | 1.2 | -1.3 | 5.2 | 1.3 | 23.2
Cc1ccccc1C(=O)OC(C)CN1CCOCC1 (stereo not drawn) | 3.2 | 1.1 | 99.9 | 4.1 | 6.7 | -2.5 | -0.6 | -6.3 | 0.1 | 7.5
CSCc1ccc(C(=O)NC(C)c2cnn(-c3ccccn3)c2C)o1 (stereo not drawn) | -10.3 | 6.4 | 98.8 | 14.8 | -9.4 | 3.9 | -2.9 | 2.1 | -0.1 | -5.5
C=CCn1c(CCNC(=O)c2ccccc2F)nnc1SCC(=O)Nc1nc2ccccc2s1 | 0.7 | 1.9 | 98.6 | 7.2 | 13.6 | -2.9 | -1.3 | -18.5 | 2.1 | 4.0
CN(c1ccc(OCC(=O)N2CCC(C(N)=O)CC2)cc1)S(=O)(=O)c1cccs1 | 0.8 | -0.5 | 101.1 | 16.0 | 2.6 | -1.0 | -3.0 | -0.1 | -0.6 | 4.4
CCC(=O)Nc1sc2c(c1C(N)=O)CCN(Cc1ccccc1)C2 | 1.9 | -0.5 | 82.7 | 9.0 | -26.3 | -0.5 | -1.6 | -0.8 | -1.9 | 2.1
Cc1nc2cc(Cl)c(Cl)cc2nc1C | -1.1 | 0.4 | 102.0 | 19.0 | 0.2 | 7.8 | -3.3 | -9.7 | -1.7 | 0.9
CCOC(=O)C1(CCSC)NC(c2ccco2)C2C(=O)N(CC)C(=O)C21 (stereo not drawn) | -7.0 | 8.2 | 102.0 | 22.3 | -5.4 | 3.3 | -4.3 | -5.7 | -3.1 | 27.3
Cn1nc(-c2ccccc2)cc1NC(=O)Nc1ccc(C(C)(C)C)cc1 | -5.0 | 12.1 | 110.1 | -16.4 | 13.8 | -1.0 | 3.1 | -8.2 | 0.0 | -11.3
O=C(NC1CC1)C1CCN(S(=O)(=O)c2cc(Cl)ccc2Cl)CC1 | -4.0 | -5.3 | 100.2 | 10.4 | -3.4 | 1.3 | -2.1 | -7.3 | -1.9 | -0.5
O=C(NCCCN1CCOCC1)c1cccc(S(=O)(=O)N2CCc3ccccc3C2)c1 | -0.2 | 1.5 | 111.3 | -1.9 | -7.9 | 2.9 | 0.4 | -4.1 | -1.4 | -4.0
O=C(CC1C(=O)NCCN1CC(c1ccccc1)c1ccccc1)NC1CC1 (stereo not drawn) | -6.2 | 0.7 | 94.3 | -1.2 | 0.1 | 0.0 | 0.2 | -2.4 | 3.2 | -3.5
Cc1ccc(C)c(NC(=O)NCCN2CCCCC2)c1 | 9.3 | -1.6 | 113.8 | -0.8 | -16.2 | 4.8 | 0.2 | 1.9 | 0.0 | -6.3

Random draw from the library (roughly 2.4% active in at least one column).
